Bioassay records (PubChem BioAssay)
BRCA1 expr act: BRCA1 expression activation; actives 1.1% (n = 380,000); MCF7-BRCA1-FFLuc reporter, luminescence, 48 h; response scale: scaled: vehicle 0%, 10 µM genistein 100%; AID 624202; Potency, µM (highest dose often 46.1 µM), for the others: top-dose activation, usual class: activators; further: nearly all actives have a fitted effect of over 80% in size; some results filed as inactive show a strong effect at the top dose
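Reporter cells (MCF7, BRCA1 promoter-firefly luciferase) received library compounds across a concentration series for 48 h. End-point luminescence was measured and concentration-effect curves derived after normalization.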
MLL CXXC-DNA inh: inhibitors of human MLL CXXC domain-DNA interaction; actives 0.037% (n = 290,000); Q03164; MLL-CXXC / FITC-HOXA9 DNA fluorescence polarization; Potency, µM (doses to about 115 µM), for inactives: at the highest dose activity change, negative = inhibition, most hits filed as inhibitors; AID 2662; active means well fitted inhibition curve with a large enough effect in the polarisation, with a control signal flat, not every such curve was filed as active; inconclusive means small, poorly fitted or top-dose-only effect, or effect the other way, or a change in a side signal; inactive means no such curve, though single readings can be large or run the other way; the % refers to the polarisation
Target sequence (Q03164 whole entry, looked up, the tested form may be a part): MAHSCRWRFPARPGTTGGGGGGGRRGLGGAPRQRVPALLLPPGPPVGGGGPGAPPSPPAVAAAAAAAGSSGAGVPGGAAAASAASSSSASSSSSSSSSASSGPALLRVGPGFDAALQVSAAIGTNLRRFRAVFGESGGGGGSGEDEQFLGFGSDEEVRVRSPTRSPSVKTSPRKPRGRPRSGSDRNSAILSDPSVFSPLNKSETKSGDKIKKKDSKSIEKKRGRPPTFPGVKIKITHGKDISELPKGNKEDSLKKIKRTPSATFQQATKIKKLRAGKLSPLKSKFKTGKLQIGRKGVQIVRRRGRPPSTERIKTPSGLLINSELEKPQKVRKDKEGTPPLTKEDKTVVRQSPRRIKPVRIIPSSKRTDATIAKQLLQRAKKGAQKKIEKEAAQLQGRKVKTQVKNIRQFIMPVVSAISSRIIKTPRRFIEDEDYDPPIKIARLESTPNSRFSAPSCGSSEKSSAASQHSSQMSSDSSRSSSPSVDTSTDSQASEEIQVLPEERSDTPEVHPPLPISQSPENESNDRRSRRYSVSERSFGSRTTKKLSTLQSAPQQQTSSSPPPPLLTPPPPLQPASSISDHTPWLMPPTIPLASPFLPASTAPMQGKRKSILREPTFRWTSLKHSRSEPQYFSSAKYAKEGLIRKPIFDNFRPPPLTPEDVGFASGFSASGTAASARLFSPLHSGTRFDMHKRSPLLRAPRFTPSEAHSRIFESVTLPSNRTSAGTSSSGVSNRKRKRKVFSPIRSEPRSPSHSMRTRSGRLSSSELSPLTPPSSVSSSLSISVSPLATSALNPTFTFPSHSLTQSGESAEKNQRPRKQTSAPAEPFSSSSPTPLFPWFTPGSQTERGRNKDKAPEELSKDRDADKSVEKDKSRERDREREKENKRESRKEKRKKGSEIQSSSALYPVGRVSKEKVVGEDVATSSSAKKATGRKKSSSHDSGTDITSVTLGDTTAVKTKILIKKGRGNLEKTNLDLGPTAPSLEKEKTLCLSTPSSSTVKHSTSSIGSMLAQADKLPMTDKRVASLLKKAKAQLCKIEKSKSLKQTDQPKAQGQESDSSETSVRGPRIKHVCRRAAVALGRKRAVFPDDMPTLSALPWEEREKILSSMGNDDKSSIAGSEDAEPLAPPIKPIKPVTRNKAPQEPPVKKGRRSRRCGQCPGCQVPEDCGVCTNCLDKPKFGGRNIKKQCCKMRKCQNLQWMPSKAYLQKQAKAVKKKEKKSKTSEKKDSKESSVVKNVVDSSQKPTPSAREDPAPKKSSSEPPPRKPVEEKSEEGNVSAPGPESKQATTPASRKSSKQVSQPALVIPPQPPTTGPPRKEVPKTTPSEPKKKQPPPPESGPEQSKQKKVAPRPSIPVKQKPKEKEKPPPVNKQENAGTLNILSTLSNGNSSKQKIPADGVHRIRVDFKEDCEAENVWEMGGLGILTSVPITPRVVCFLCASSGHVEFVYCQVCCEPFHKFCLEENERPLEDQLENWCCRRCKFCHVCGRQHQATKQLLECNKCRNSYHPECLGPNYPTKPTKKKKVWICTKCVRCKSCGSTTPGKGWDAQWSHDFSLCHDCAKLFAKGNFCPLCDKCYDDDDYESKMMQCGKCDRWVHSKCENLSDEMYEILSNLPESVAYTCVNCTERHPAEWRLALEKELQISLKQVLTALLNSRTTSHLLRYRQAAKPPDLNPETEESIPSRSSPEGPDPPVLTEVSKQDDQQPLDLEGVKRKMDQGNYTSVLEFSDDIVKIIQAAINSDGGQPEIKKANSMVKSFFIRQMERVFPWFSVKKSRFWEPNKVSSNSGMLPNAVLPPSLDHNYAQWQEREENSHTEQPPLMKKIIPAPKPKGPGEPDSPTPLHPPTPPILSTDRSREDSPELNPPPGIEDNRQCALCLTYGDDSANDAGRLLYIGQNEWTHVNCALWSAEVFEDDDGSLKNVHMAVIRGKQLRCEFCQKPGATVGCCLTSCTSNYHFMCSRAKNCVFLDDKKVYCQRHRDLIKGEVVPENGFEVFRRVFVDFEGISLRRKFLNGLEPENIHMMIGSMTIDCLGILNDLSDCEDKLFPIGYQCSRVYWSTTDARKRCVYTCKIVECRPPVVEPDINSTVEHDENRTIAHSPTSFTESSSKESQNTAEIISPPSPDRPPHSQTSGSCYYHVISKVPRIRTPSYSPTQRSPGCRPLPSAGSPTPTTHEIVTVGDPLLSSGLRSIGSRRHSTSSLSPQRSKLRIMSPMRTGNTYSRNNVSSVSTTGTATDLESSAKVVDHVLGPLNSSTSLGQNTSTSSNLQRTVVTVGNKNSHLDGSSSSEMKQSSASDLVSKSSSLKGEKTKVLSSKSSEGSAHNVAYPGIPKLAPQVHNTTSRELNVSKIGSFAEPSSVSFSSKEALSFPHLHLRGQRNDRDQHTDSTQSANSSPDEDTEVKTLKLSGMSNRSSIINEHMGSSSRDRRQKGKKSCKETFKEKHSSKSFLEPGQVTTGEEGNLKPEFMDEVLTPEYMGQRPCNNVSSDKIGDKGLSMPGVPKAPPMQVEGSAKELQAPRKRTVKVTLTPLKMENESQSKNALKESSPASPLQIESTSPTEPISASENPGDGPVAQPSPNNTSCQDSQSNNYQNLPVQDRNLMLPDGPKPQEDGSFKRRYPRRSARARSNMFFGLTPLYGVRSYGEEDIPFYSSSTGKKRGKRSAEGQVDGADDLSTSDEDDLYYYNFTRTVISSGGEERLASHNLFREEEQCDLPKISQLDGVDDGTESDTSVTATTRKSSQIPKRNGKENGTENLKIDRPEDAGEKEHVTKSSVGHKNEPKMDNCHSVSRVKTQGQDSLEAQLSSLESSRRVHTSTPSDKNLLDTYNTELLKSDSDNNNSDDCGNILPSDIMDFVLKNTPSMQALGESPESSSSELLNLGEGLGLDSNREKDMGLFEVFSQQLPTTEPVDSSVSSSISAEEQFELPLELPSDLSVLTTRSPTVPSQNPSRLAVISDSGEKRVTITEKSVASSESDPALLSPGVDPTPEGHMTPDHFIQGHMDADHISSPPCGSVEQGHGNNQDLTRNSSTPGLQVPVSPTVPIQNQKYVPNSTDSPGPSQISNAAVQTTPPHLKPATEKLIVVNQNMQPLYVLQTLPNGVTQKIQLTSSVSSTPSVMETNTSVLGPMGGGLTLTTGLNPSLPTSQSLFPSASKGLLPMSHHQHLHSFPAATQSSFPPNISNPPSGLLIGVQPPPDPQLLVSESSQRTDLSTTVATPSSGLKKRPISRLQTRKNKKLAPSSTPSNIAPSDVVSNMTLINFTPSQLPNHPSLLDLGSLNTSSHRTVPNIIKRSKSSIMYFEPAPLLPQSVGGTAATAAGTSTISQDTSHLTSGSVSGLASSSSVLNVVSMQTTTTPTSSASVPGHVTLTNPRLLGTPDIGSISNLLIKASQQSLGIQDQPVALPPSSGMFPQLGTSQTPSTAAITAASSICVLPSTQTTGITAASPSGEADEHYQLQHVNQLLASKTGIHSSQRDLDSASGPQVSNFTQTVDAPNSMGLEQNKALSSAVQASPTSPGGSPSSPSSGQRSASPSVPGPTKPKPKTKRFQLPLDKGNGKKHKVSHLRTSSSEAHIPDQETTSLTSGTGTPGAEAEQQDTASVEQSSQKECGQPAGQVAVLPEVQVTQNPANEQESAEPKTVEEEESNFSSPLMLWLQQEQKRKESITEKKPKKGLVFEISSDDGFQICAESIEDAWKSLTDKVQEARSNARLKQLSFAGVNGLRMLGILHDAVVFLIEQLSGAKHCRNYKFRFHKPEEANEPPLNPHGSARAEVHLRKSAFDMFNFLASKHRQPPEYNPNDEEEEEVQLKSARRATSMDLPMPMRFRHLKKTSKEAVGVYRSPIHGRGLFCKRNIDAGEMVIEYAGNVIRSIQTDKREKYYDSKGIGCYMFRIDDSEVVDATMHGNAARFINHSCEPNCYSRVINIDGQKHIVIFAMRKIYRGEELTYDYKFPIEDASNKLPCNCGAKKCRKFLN
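Fluorescence polarization: 7 uM MLL-CXXC (stock) preincubated 5 min with compounds, then 50 nM fluorescein-HOX-A9 DNA (stock) added; 30 min ambient. Buffer 50 mM Tris-HCl pH 7.5, 50 mM NaCl, 1 mM DTT, 0.05% BSA.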
Gal4-VP16 FLuc: Gal4-VP16 reporter inhibition counter-screen. Drosophila S2 Gal4-VP16 UAS-luciferase, luminescence, 20 h. Potency, µM (highest dose often 53.6 µM), inactives show top-dose activity, negative = inhibition, hits mostly inhibitors. actives 3.5% (n = 310,000). AID 2546;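 further: Gal4-VP16 expression switched on by copper sulfate through the metallothionein promoter; on the % scale 0 is the no-effect control and ±100 the full control effect; nearly all actives have a fitted effect of over 50% in size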
FLuc counter: counter-screen for miR-21 project: firefly luciferase inhibitors or activators; P08659; purified FLuc, Km substrates, luminescence inhibition; Potency, µM (series often up to 57.5 µM), for the others: at the highest dose activity change, negative = inhibition, usual class: inhibitors; actives 6.9% (n = 360,000); AID 588342;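 further: plate controls were vehicle for no effect and reference inhibitor for full effect; nearly all actives have a fitted effect of over 55% in size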
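Purified P. pyralis luciferase (10nM final) with 10uM D-luciferin and 10uM ATP (Km levels) in 50mM Tris acetate pH 7.5, 10mM Mg acetate, 0.01% Tween-20, 0.05% BSA; qHTS 6-point titration, ~60 µM downward; luminescence read.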
Rab9 promoter act: activates the Rab9 promoter | Huh7 Rab9 promoter-luciferase reporter, luminescence, 24 h | Potency, µM (titrated, usually from 9.22 µM), for the others: at the highest dose activation, negative = inhibition, usual class: activators | actives 2.8% (n = 320,000) | AID 485297; further: % of control where 0% means no effect; nearly all actives have a fitted effect of over 60% in size
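Quantitative HTS format; Huh7 Rab9-luciferase reporter cells (1500/well) receive compound 2 h post-plating, incubate 24 h at 37 °C, then get luciferase reagent for 10 min before luminescence reading.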
NPC1 prom act: activators of NPC1 promoter; Potency, µM (series often up to 9.22 µM), inactives show top-dose activation, hits mostly activators; actives 2.4% (n = 320,000); Huh7 NPC1 promoter luciferase reporter, 24 h; AID 485313;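 further: % of control where 0% means no effect; nearly all actives have a fitted effect of over 60% in size; reporter is driven by a mutant NPC1 promoter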
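Luciferase expression driven by the NPC1 promoter was measured in stably transfected Huh7 cells after a 24 h compound incubation, using a luciferase reagent and a luminescence read.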
p53 reactivation: restores transcriptional activity of mutant p53 | H1299 p53-A138V BP100-luciferase reporter, luminescence, 24 h | Potency, µM (highest dose often 92.2 µM), for inactives: at the top dose activity change, positive = activation, most hits filed as activators | actives 0.063% (n = 320,000); further: % of control where 0% means no effect; nearly all actives have a fitted effect of over 45% in size
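H1299 (p53-null), stable ts p53-A138V + BP100-Luc; 1000 cells/well, Opti-MEM/10% FBS; cpd 4 pt, 1:5; 24 h, 37 deg C, 5% CO2; detection reagent 10 min RT; luminescence.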
MBNL1 CUG block: MBNL1-poly(CUG) RNA binding inhibition; Potency, µM (doses to about 57.5 µM), for inactives: at the top dose activity change, negative = inhibition, hits mostly inhibitors; Q9NR56; TR-FRET MBNL1-His/biotin-(CUG)12 binding, 665/545 ratio; actives 0.036% (n = 280,000); active means well fitted inhibition curve with a large enough effect in the signal ratio, with a control signal flat, not every such curve was filed as active; inconclusive means small, poorly fitted or top-dose-only effect, or effect the other way, or a change in a side signal; inactive means no such curve, though single readings can be large or run the other way; the % refers to the signal ratio; further: on the % scale 0 is the no-effect control and ±100 the full control effect
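Inhibition of protein-RNA binding appears as loss of TR-FRET between terbium anti-His antibody on MBNL1-His and streptavidin-XL665 on biotin-(CUG)12. Activity is normalized to buffer-only and uninhibited-complex controls.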
RORg inh: blocks mouse ROR gamma transcriptional activity | Potency, µM (titrated, usually from 53.6 µM), for the others: at the highest dose activity change, negative = inhibition, usual class: inhibitors | Drosophila S2 Gal4-RORgamma UAS-luciferase reporter, 20 h | actives 5.4% (n = 310,000) | AID 2551 | P51450; further: on the % scale 0 is the no-effect control and ±100 the full control effect; nearly all actives have a fitted effect of over 60% in size
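Luciferase reporter read in Schneider cells carrying Gal4-RORγ (mouse) and UAS-Photinus luciferase; cells given compound 1 h before 700 uM copper sulfate induction, then incubated 20 h at ambient temperature.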
ELG1 genotox: inducers of genotoxicity in HEK293T ELG1-luciferase cells; HEK293T ELG1-luciferase reporter, luminescence, 16 h; Potency, µM (highest dose often 46 µM), without a hit: at the top dose activity change, positive = activation, hits mostly activators; actives 1.3% (n = 330,000); AID 504466; further: % of control where 0% means no effect; nearly all actives have a fitted effect of over 60% in size
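DMSO vehicle served as control against compound-treated ELG1-luciferase HEK293T cells; exposure lasted 16 hr at 37 °C and 5% CO2, followed by ONE-Glo luminescence detection after 30 min.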
uPA generation: blocks generation of uPA at the cell surface | Potency, µM (titrated, usually from 38.3 µM), without a hit: at the top dose activity change, negative = inhibition, usual class: inhibitors | cell surface uPA generation assay, qHTS | AID 540303 | actives 0.31% (n = 330,000); active means well fitted inhibition curve with a large enough effect; inconclusive means small, poorly fitted or top-dose-only effect; inactive means no such curve, though single readings can be large or run the other way; tested in mouse RAW 264.7 cells; further: on the % scale 0 is the no-effect control and ±100 the full control effect; nearly all actives have a fitted effect of over 55% in size
* hit, by the source's call; ? = inconclusive; nt = not tested or not shown; [ ] = remark or other dose. Unless noted, the call rests on the fitted dose curve; in most records, active means well fitted curve in the direction sought with a large enough effect; inconclusive means small, poorly fitted or top-dose-only effect, or another doubt; inactive means no such curve, though single readings can be large; an effect the other way counts as inactive or inconclusive. Potency means the concentration at half of the fitted maximal effect.

SMILES	BRCA1 expr act	MLL CXXC-DNA inh	Gal4-VP16 FLuc	FLuc counter	Rab9 promoter act	NPC1 prom act	p53 reactivation	MBNL1 CUG block	RORg inh	ELG1 genotox	uPA generation
COc1ccc(NC(=O)Nc2ccc3c(c2)N(C)C(=O)CS3)cc1Cl	-51.7%	0.5%	-2.6%	16.9µM*	0.5%	-0.8%	-9.9%	-9.7%	-24.6%	-2.1%	-6.8%
O=C1c2ccccc2C(=O)c2c(NCc3cccnc3)cccc21	35.2%	-19.4%	3.16µM*	-9.2%	-0.6%	4.5%	-4.1%	?	-19.5%	-3.6%	6.7%
Cc1ccc(OCCC(=O)OCC(=O)Nc2ccc3c(c2)OCO3)cc1	-16.5%	nt	nt	-17.3%	-0.8%	-0.6%	0.1%	nt	nt	2.1%	-0.4%
O=C(CN1N=C(c2ccc(Cl)cc2)CCC1=O)NCCN1CCc2ccccc2C1	-30.3%	-0.2%	-8.6%	-0.3%	-4.5%	-1.3%	-17.1%	6.8%	-0.6%	-0.9%	0.3%
CCOc1ccc(N2C(=O)CN(CC(=O)OC)C2=S)cc1	7.5%	-6.6%	4.3%	0.2%	-2.9%	-1.8%	-0.7%	-1.3%	-7.5%	0.0%	-3.2%
O=C(NCCOc1ccccc1)c1cc2ccccc2o1	?	3.2%	-5.9%	5.36µM*	nt	nt	nt	3.5%	-38.3%	nt	-1.0%
CCCC(=O)Nc1ccccc1-c1nnc(SC)[nH]c1=O	4.1%	7.3%	4.4%	6.8%	-1.6%	-0.2%	-7.9%	-0.6%	-1.7%	0.1%	0.7%
O=C(Cc1cccs1)NCc1cccc(Cl)c1	12.6µM*	-5.5%	25.3%	?	?	?	16.7%	-8.0%	8.7%	?	-14.0%
O=[N+]([O-])c1ccc(Cl)c(NC(=S)N2CCCC2)c1	?	-9.8%	-14.0%	-17.1%	?	15.5%	?	?	10.8%	?	-1.9%
COc1ccc(C(=O)OCC(=O)Nc2cccc(C(C)=O)c2)cc1OC	-5.8%	6.8%	3.7%	-4.6%	-0.1%	5.8%	-5.5%	-11.5%	?	-3.0%	3.9%
Cc1cc(C(=O)COC(=O)c2ccc3c(c2)NC(=O)CS3)c(C)n1CC1CCCO1 (configuration not stated)	17.9%	9.7%	3.9%	15.1µM*	-4.2%	-4.7%	13.3%	-12.2%	-29.4%	-1.0%	-6.6%
CC(C)=Cc1oc2ccc([N+](=O)[O-])cc2c1N1CC(C)OC(C)C1 (configuration not stated)	-9.1%	3.4%	-7.9%	-4.7%	-1.6%	-0.1%	4.8%	-1.6%	-18.6%	-0.1%	-0.4%
Cc1ccc(-c2nc(CS(=O)CC(=O)NC3CCCCC3)c(C)o2)cc1 (configuration not stated)	-22.9%	3.3%	-1.1%	-13.7%	-3.9%	-1.8%	-6.3%	5.1%	-41.0%	-2.9%	-4.5%
COc1cc(OC)cc(C(=O)NNC(=O)c2ccc(S(=O)(=O)N(C)c3ccccc3OC)cc2)c1	-0.4%	17.6%	-9.0%	2.1%	8.1%	-0.1%	-5.2%	-1.9%	?	-4.9%	2.7%
O=C(NC(=S)Nc1ccccc1N1CCOCC1)c1ccco1	20.8%	1.7%	14.1µM*	6.9%	-1.0%	-4.1%	-8.0%	-0.2%	14.1µM*	-2.9%	-4.3%
CN(CC(=O)Nc1ccc(N2CCOCC2)cc1)C(=O)Cc1ccccc1	-9.7%	nt	nt	-1.9%	0.0%	0.3%	8.5%	nt	nt	-0.4%	0.0%
C/C(=N\Nc1nc2ccccc2[nH]1)c1ccc([N+](=O)[O-])cc1	3.4%	-3.9%	-13.1%	-15.7%	-5.4%	0.0%	-4.5%	17.3%	?	2.5%	-4.8%
CN(C)Cc1nc2ccccc2c(=O)n1CC(=O)Nc1cccc(S(=O)(=O)N2CCOCC2)c1	-11.8%	-16.4%	-14.3%	1.2%	-3.8%	-0.1%	1.8%	-1.5%	1.1%	0.1%	-1.2%
COc1ccc(-c2cc(-c3nnc(COC(=O)CC4CCCC4)o3)c3ccccc3n2)cc1OC	-41.4%	-1.1%	4.7%	?	-0.5%	3.2%	-7.4%	?	14.6%	-7.1%	0.9%
Cc1ccc(Cl)cc1NC(=S)N(Cc1cccs1)C1CCCC1	-28.5%	5.4%	?	-1.3%	0.5%	-4.6%	0.5%	-4.1%	17.8µM*	-1.2%	-0.1%
Cc1c(N=C2NC(=O)C(CC(=O)Nc3ccccc3)S2)c(=O)n(-c2ccccc2)n1C (configuration not stated)	-20.3%	-7.1%	17.9%	3.5%	-3.1%	3.0%	-5.7%	6.3%	0.1%	0.0%	6.7%
CC(C)(C)n1cnc2cc(NCc3cccs3)ccc21	15.9%	1.0%	5.1%[10 µM]	12µM*	?	?	24.8%	0.6%	11.2µM*	19.9%	-8.5%
CN1C(=O)NC(c2ccc(Cl)cc2)C2=C1CC(C)(C)CC2=O (configuration not stated)	2.0%	3.5%	3.1%	0.1%	-0.4%	-3.1%	0.3%	-11.4%	2.4%	0.4%	4.9%
CN(Cc1ccccc1)C(=O)Cn1nc(C(F)(F)F)c2c1CCC2	1.1%	0.2%	7.7%	1.7%	nt	nt	nt	-7.1%	26.7%	nt	-1.0%
CCOC(=O)c1ccc(OCc2c(C)noc2C)cc1	0.0%	7.5%	-6.5%	-1.8%	2.7%	-2.4%	-2.8%	-2.5%	-4.3%	13.2%	-0.9%
CCc1ccc(NC(=O)CSc2nnc(CNC(=O)c3c(F)cccc3Cl)o2)cc1	2.4%	5.8%	14.9%	?	2.2%	-0.5%	-0.4%	-8.8%	29.8%	1.2%	-2.1%
O=C1Nc2ccccc2N(O)N1c1cc(-c2ccc(Cl)cc2)[nH]n1	-3.4%	0.5%	5.1%	8.49µM*	-3.9%	0.0%	-2.3%	-3.5%	0.5%	-3.5%	2.0%
CC(C)(C)c1nc(SCC(=O)NCc2cccs2)c2ccccc2n1	29.1%	0.9%	-2.9%	1.7%	0.0%	-2.1%	-0.6%	15.8%	5.5%	-1.7%	1.1%
Cc1nc2sc(C(c3cccs3)N3CCC(C(N)=O)CC3)c(O)n2n1 (configuration not stated)	-8.6%	-2.5%	-7.4%	-1.6%	-12.8%	-3.3%	-8.9%	?	19.8%	2.6%	1.9%
Cc1ccccc1-c1nnc(-c2ccc(Br)cc2)o1	34.2%	4.8%	2.82µM*	?	?	?	?	1.8%	-45.0%	9.2µM*	-3.1%
CCCCN1C(=O)C(=O)N(CC(=O)N2CCN(c3ccccc3)CC2)C1=O	6.7%	nt	nt	3.3%	1.3%	-0.3%	0.0%	nt	nt	-2.9%	2.2%
C=CCN1c2ccccc2[C@]23C[C@@H](C(=O)OC)N(C(C)=O)C2=NC(C(=O)OC)=C(C(=O)OC)[C@H]13	0.0%	0.9%	1.2%	0.6%	-6.1%	-1.4%	-3.3%	1.1%	1.0%	5.2%	-7.5%
CCOc1ccc(CCNC(=O)COC(=O)/C=C/c2ccc(OC(F)F)c(OC)c2)cc1OCC	-22.3%	nt	nt	2.7%	-5.8%	-3.5%	0.6%	nt	nt	0.0%	-5.0%
NC(=O)c1cc(S(=O)(=O)N2CCOCC2)cs1	11.1%	4.4%	-8.6%	1.8%	0.3%	-3.9%	-8.3%	-4.0%	-19.0%	2.3%	2.7%
COc1ccc(S(=O)(=O)N2CCCOC2CNC(=O)C(=O)NCc2ccccc2F)cc1C (configuration not stated)	-38.4%	-0.2%	-18.0%	7.2%	3.3%	-3.8%	-20.1%	1.5%	-20.2%	-7.2%	-3.4%
CCCc1sc(N2CCCC(C(N)=O)C2)nc1-c1ccccc1 (configuration not stated)	-15.0%	-1.1%	0.1%	2.7%	-0.2%	-7.2%	-1.3%	-7.7%[11.5 µM]	29.8%	-0.6%	-3.7%
COC(=O)C(Cc1c[nH]c2ccccc12)NC(=O)CNC(C)=O (configuration not stated)	3.7%	14.6%	-4.2%	16.4%	-1.4%	-6.0%	-3.3%	1.4%	-6.3%	-8.0%	8.5%
CSc1nnc(SCC2=NNC(=O)SC2)s1	-4.1%	4.7%	-0.8%	2.2%	-3.6%	-2.8%	12.3%	?	35.8%	4.8%	-7.8%
CCOc1ccccc1OCC(=O)Nc1ccc(S(=O)(=O)N(C)C)cc1	3.4%	-5.3%	-4.5%	-1.5%	7.5%	-1.0%	0.1%	-5.3%	24.8%	-15.6%	2.5%
Cc1cccc(NC(=O)Cn2cnc3c(oc4ccccc43)c2=O)c1	-12.8%	17.3%	2.2%	-1.8%	-2.6%	-5.2%	1.4%	-7.0%	-10.1%	1.8%	-6.3%

An excerpt, so the mix of outcomes need not match the whole.
